LAP4-GFP MLPCN: alters LAP4-GFP fluorescence in TOR pathway yeast screen | S. cerevisiae LAP4-GFP multiplex, flow cytometry GFP, 3 h; median GFP as percent of DMSO wells | GFP response vs DMSO, % at 10 µM | hit rate 0.34% among 320,000;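 active = GFP response vs DMSO above a set limit, about the screen mean plus 3 SD, cut at about 150% in these data; inconclusive = under 70 cell events counted for the yeast strain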
GRK2 aptamer HTS: blocks RNA aptamer binding to human GRK2; P25098; AID 488847; inhibition of aptamer binding, % at 10 µM; hit rate 0.59% among 330,000; bead flow cytometry, FAM-aptamer displacement from GRK2;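 active = inhibition of aptamer binding above 40%, roughly 3 SD of noise, on plates passing a quality check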;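 also: median bead fluorescence of bound FAM aptamer so fluorescent compounds give negative values; no value below 0 was filed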
AGP1-GFP MLPCN: alters AGP1-GFP fluorescence in TOR pathway yeast screen | S. cerevisiae AGP1-GFP multiplex flow cytometry, 3 h; GFP as percent of DMSO wells | GFP response vs DMSO, % at 10 µM | hit rate 0.02% among 320,000 | AID 2066;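 active = GFP response relative to DMSO above a set limit, near screen average plus 3 SD, cut at about 150% in these data; inconclusive = fewer than 70 cells counted for the yeast strain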;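 also: median GFP channel fluorescence of the gated AGP1 strain per well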
JMJD2C inh: inhibitors of human GASC-1 (JMJD2C) demethylase. inhibition, % at 2.35 µM. hit rate 0.069% among 330,000. GST-JMJD2C(1-420) H3K9me3 demethylation, DELFIA europium;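 active = more than half of a compound's replicate wells show inhibition beyond 50%, single wells judged on their own value; inconclusive = some, but no more than half, of replicates pass 50% inhibition; inactive = no replicate passes 50% inhibition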;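 also: signal counts dimethyl H3K9 product captured on neutravidin plate; 0% = median of DMSO wells and 100% = 0.3 times that DMSO median; strong numbers were not always called active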
VLA-4 inh: inhibition in a human VLA-4 binding assay | P13612 | VLA-4 expressing cells, ligand binding flow cytometry | inhibition, % (about 7 µM as worked out from the volumes in the protocol) | hit rate 0.2% among 330,000; in the data active = inhibition above about 50%
Target sequence (P13612 whole entry, looked up): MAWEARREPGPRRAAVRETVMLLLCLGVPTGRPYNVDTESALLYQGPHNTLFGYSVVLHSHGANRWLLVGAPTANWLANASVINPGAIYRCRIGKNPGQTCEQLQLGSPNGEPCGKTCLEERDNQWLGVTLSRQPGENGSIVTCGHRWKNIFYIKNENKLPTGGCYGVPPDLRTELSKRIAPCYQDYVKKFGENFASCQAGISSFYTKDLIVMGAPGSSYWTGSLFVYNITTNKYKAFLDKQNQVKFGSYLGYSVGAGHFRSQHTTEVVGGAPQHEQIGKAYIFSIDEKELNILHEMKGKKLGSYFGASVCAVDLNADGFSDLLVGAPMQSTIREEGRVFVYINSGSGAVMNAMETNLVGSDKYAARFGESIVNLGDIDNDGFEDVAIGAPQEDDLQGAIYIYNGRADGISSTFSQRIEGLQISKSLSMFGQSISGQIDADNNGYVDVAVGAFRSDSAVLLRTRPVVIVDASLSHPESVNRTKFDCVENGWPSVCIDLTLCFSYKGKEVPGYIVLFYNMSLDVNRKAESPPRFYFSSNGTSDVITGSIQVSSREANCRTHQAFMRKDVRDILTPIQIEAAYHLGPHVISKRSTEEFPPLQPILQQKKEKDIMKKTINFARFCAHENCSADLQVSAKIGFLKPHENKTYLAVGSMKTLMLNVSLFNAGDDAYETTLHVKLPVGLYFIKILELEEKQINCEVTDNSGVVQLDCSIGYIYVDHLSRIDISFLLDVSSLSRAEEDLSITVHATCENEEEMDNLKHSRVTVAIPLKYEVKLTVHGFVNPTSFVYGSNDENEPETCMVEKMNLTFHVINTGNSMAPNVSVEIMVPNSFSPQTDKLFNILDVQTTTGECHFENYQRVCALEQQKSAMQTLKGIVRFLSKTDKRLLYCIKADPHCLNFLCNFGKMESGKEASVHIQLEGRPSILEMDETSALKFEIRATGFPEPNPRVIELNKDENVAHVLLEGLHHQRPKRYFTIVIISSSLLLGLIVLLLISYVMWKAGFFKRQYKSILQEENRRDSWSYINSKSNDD
MEP2-GFP yeast: modulators of TOR pathway MEP2-GFP in S. cerevisiae. S. cerevisiae MEP2-GFP strain, flow cytometry GFP, 3 h; 100% = DMSO control level. GFP response vs DMSO, % at 10 µM. hit rate 0.51% among 330,000;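 active = GFP response versus DMSO above a set limit, roughly screen mean plus 3 SD, cut at about 180% in these data; inconclusive = fewer than 70 cells counted for a yeast strain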;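 also: median GFP fluorescence of the barcode-gated MEP2-GFP cells per well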
CIT2-GFP yeast: alters CIT2-GFP fluorescence in TOR pathway yeast screen. S. cerevisiae CIT2-GFP strain, flow cytometry, 3 h; 100 means same as DMSO wells. GFP response vs DMSO, % at 10 µM. hit rate 0.065% among 320,000. AID 2029;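 active = GFP response relative to DMSO above a set limit, near the screen mean plus 3 SD, cut at about 150% in these data; inconclusive = Fewer than 70 cells measured for a yeast strain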;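 also: ratio of well median GFP fluorescence to mean of DMSO wells on the plate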
RPL19A-GFP yeast: alters RPL19A-GFP fluorescence in TOR pathway yeast screen; S. cerevisiae RPL19A-GFP strain, flow cytometry, 3 h; active compounds read low; percent response vs DMSO, % at 10 µM; hit rate 0.3% among 330,000;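 active = percent response vs DMSO below 50%; inconclusive = fewer than 70 events counted for the yeast strain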;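 also: median channel GFP fluorescence of the barcoded RPL19A-GFP strain; ratio of sample median GFP to plate DMSO average so 100% = DMSO; lower means less RPL19A-GFP as with rapamycin TOR inhibition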
Active calls of the source: *. An unsorted share of the library; any-hit rate near 1.7%.

CCCCN(CCCNC(=O)C1CCN(C(=O)c2cc3sccc3n2C)CC1)Cc1ccccc1 was read as LAP4-GFP MLPCN 94, GRK2 aptamer HTS 0, AGP1-GFP MLPCN 97, JMJD2C inh 57, VLA-4 inh 4, MEP2-GFP yeast 95, CIT2-GFP yeast 108 and RPL19A-GFP yeast 96.
`Cc1ccc(C(=O)Nc2ccc3c(c2)nc2n3CCSC2)cc1` gave LAP4-GFP MLPCN 89, GRK2 aptamer HTS 0, AGP1-GFP MLPCN 97, JMJD2C inh 3, VLA-4 inh 14, MEP2-GFP yeast 85, CIT2-GFP yeast 89 and RPL19A-GFP yeast 97.
Cc1ccc(OCC(=O)N(Cc2cccc(Cl)c2)C2CCS(=O)(=O)C2)cc1C (centres undefined) was read as LAP4-GFP MLPCN 95, GRK2 aptamer HTS 4, AGP1-GFP MLPCN 104, JMJD2C inh -4, VLA-4 inh 0, MEP2-GFP yeast 113, CIT2-GFP yeast 117 and RPL19A-GFP yeast 102.
`COc1ccc(-n2c(N)c(C(=O)NCc3cccnc3)sc2=S)cc1` gave LAP4-GFP MLPCN 102, GRK2 aptamer HTS 0, AGP1-GFP MLPCN 102, JMJD2C inh -8, VLA-4 inh -1, MEP2-GFP yeast 107, CIT2-GFP yeast 106 and RPL19A-GFP yeast 101.
For CNC(=O)COC(=O)c1nc(-n2nc(C)cc2C)ccc1Cl the results were LAP4-GFP MLPCN 106, GRK2 aptamer HTS 3, AGP1-GFP MLPCN 106, JMJD2C inh -7, VLA-4 inh 11, MEP2-GFP yeast 103, CIT2-GFP yeast 105 and RPL19A-GFP yeast 102.
CCc1c(C)sc(NC(=O)c2ccco2)c1C(=O)N1CCCCC1 was read as LAP4-GFP MLPCN 95, GRK2 aptamer HTS 2, AGP1-GFP MLPCN 93, JMJD2C inh 0, VLA-4 inh -1, MEP2-GFP yeast 96, CIT2-GFP yeast 102 and RPL19A-GFP yeast 91.
CC(C)(C)NC(=O)C(c1c[nH]c2ccccc12)N(C(=O)Cn1nnc(-c2ccc(Cl)cc2)n1)c1ccccc1F (centres undefined) was read as LAP4-GFP MLPCN 96, GRK2 aptamer HTS 2, AGP1-GFP MLPCN 99, JMJD2C inh 0, VLA-4 inh 7, MEP2-GFP yeast 106, CIT2-GFP yeast 104 and RPL19A-GFP yeast 103.
For O=C(NCC1CCCN(C(=O)c2cc(Cl)ccc2F)C1)c1ccc(F)cc1 (centres undefined) the results were LAP4-GFP MLPCN 103, GRK2 aptamer HTS 0, AGP1-GFP MLPCN 110, JMJD2C inh -4, VLA-4 inh -3, MEP2-GFP yeast 106, CIT2-GFP yeast 114 and RPL19A-GFP yeast 107.
`CC(C)NC(=O)C(c1ccc(F)cc1)N(C(=O)CCC(=O)Nc1ccccn1)c1cccc(F)c1` (centres undefined) gave LAP4-GFP MLPCN 102, GRK2 aptamer HTS 1, AGP1-GFP MLPCN 107, JMJD2C inh 2, VLA-4 inh 3, MEP2-GFP yeast 113, CIT2-GFP yeast 110 and RPL19A-GFP yeast 109.
CCOc1ccc(N2CC(C(=O)Nc3ccc(F)cc3F)CC2=O)cc1 (centres undefined) was read as LAP4-GFP MLPCN 101, GRK2 aptamer HTS 2, AGP1-GFP MLPCN 99, JMJD2C inh -26, VLA-4 inh -16, MEP2-GFP yeast 101, CIT2-GFP yeast 99 and RPL19A-GFP yeast 99.
CC(C)Cn1c2c(c(O)c(C(=O)Nc3ccc(F)cc3)c1=O)CCCC2 was read as LAP4-GFP MLPCN 103, GRK2 aptamer HTS 0, AGP1-GFP MLPCN 107, JMJD2C inh -9, VLA-4 inh 0, MEP2-GFP yeast 105, CIT2-GFP yeast 103 and RPL19A-GFP yeast 101.
Screening COc1ccc(/C=C2/SC(=O)N(CCC(=O)Nc3ccccc3)C2=O)cc1OC returned LAP4-GFP MLPCN 94, GRK2 aptamer HTS 0, AGP1-GFP MLPCN 104, JMJD2C inh 2, VLA-4 inh 6, MEP2-GFP yeast 103, CIT2-GFP yeast 103 and RPL19A-GFP yeast 106.
Cc1ccc(NC(=S)N2CCN(S(=O)(=O)c3ccc(F)cc3)CC2)cc1 was read as LAP4-GFP MLPCN 78, GRK2 aptamer HTS 0, AGP1-GFP MLPCN inconclusive, JMJD2C inh -3, VLA-4 inh 11, MEP2-GFP yeast 106, CIT2-GFP yeast 85 and RPL19A-GFP yeast 121.
For O=C(NC(C(=O)N/N=C/c1c2ccccc2cc2ccccc12)c1n[nH]c(=O)c2ccccc12)c1ccccc1 (centres undefined) the results were LAP4-GFP MLPCN 96, GRK2 aptamer HTS 0, AGP1-GFP MLPCN 101, JMJD2C inh -6, VLA-4 inh 8, MEP2-GFP yeast 104, CIT2-GFP yeast 102 and RPL19A-GFP yeast 98.
Screening COC(=O)CN1C(=S)N(C)C(=O)/C1=C/c1cccs1 returned LAP4-GFP MLPCN 83, GRK2 aptamer HTS 0, AGP1-GFP MLPCN 100, JMJD2C inh -1, VLA-4 inh 9, MEP2-GFP yeast 99, CIT2-GFP yeast 107 and RPL19A-GFP yeast 107.
Cc1cc(F)ccc1N1CCC(N2CCN(C(C)C)C(CCO)C2)CC1 (centres undefined) was read as LAP4-GFP MLPCN 99, GRK2 aptamer HTS 0, AGP1-GFP MLPCN 98, JMJD2C inh -1, VLA-4 inh 5, MEP2-GFP yeast 101, CIT2-GFP yeast 101 and RPL19A-GFP yeast 101.
For O=C(O)C1CCCCC1C(=O)NCCCn1ccnc1 (centres undefined) the results were LAP4-GFP MLPCN 101, GRK2 aptamer HTS 1, AGP1-GFP MLPCN 100, JMJD2C inh -15, VLA-4 inh 1, MEP2-GFP yeast 106, CIT2-GFP yeast 101 and RPL19A-GFP yeast 102.
O=c1[nH]c(C2CCCN(S(=O)(=O)Cc3ccccc3)C2)nc2c1nnn2Cc1cccc(Cl)c1 (centres undefined) was read as LAP4-GFP MLPCN 101, GRK2 aptamer HTS 0, AGP1-GFP MLPCN 102, JMJD2C inh 8, VLA-4 inh -8, MEP2-GFP yeast 93, CIT2-GFP yeast 102 and RPL19A-GFP yeast 102.
CCOc1ccccc1NC(=O)CN1c2cccc3cccc(c23)S1(=O)=O was read as LAP4-GFP MLPCN 105, GRK2 aptamer HTS 10, AGP1-GFP MLPCN 103, JMJD2C inh 6, VLA-4 inh 4, MEP2-GFP yeast 104, CIT2-GFP yeast 104 and RPL19A-GFP yeast 103.
O=c1cnc2ccccc2n1CC1CCCCC1 was read as LAP4-GFP MLPCN 107, GRK2 aptamer HTS 3, AGP1-GFP MLPCN 95, JMJD2C inh 0, VLA-4 inh -11, MEP2-GFP yeast 99, CIT2-GFP yeast 97 and RPL19A-GFP yeast 99.
CNC(=S)NCCc1ccccc1 was read as LAP4-GFP MLPCN 116, GRK2 aptamer HTS 2, AGP1-GFP MLPCN 106, JMJD2C inh -42, VLA-4 inh -5, MEP2-GFP yeast 100, CIT2-GFP yeast 95 and RPL19A-GFP yeast 97.
`O=C(c1cccs1)N1CCN(c2ccc(F)cc2)CC1` gave LAP4-GFP MLPCN 103, GRK2 aptamer HTS 15, AGP1-GFP MLPCN 103, JMJD2C inh 4, VLA-4 inh 10, MEP2-GFP yeast 101, CIT2-GFP yeast 99 and RPL19A-GFP yeast 97.
Screening O=C(Nc1nc(-c2ccccc2)ns1)c1cccs1 returned LAP4-GFP MLPCN 86, GRK2 aptamer HTS 0, AGP1-GFP MLPCN 75, JMJD2C inh -7, VLA-4 inh 3, MEP2-GFP yeast 84, CIT2-GFP yeast 71 and RPL19A-GFP yeast 86.
COc1ccc(Cl)cc1NC(=O)C1CC(=O)N(c2ccc(F)cc2)C1 (centres undefined) was read as LAP4-GFP MLPCN 104, GRK2 aptamer HTS 2, AGP1-GFP MLPCN 97, JMJD2C inh 14, VLA-4 inh -1, MEP2-GFP yeast 101, CIT2-GFP yeast 103 and RPL19A-GFP yeast 98.
`C[C@H]1CCC(=O)N([C@H](CSc2ccccc2)Cc2ccccc2)CC1` gave LAP4-GFP MLPCN 114, GRK2 aptamer HTS 0, AGP1-GFP MLPCN 90, JMJD2C inh -7, VLA-4 inh -7, MEP2-GFP yeast 94, CIT2-GFP yeast 84 and RPL19A-GFP yeast 104.
Cc1sc(=NC(=O)c2ccco2)n(C)c1-c1ccc(F)cc1 was read as LAP4-GFP MLPCN 101, GRK2 aptamer HTS 0, AGP1-GFP MLPCN 89, JMJD2C inh -5, VLA-4 inh 4, MEP2-GFP yeast 97, CIT2-GFP yeast 94 and RPL19A-GFP yeast 93.
Cc1ccc2ncccc2c1NC(=S)NC(=O)c1ccccc1 was read as LAP4-GFP MLPCN 90, GRK2 aptamer HTS 0, AGP1-GFP MLPCN 96, JMJD2C inh 1, VLA-4 inh -2, MEP2-GFP yeast 96, CIT2-GFP yeast 101 and RPL19A-GFP yeast 98.
For Cc1[nH]c2c(ccc3ccccc32)c1C1C(CCN)C1(C)C (centres undefined) the results were LAP4-GFP MLPCN 80, GRK2 aptamer HTS 0, AGP1-GFP MLPCN 104, JMJD2C inh -10, VLA-4 inh 9, MEP2-GFP yeast 91, CIT2-GFP yeast 91 and RPL19A-GFP yeast 97.
For CCn1cc(C(=O)N2CCCC(C(=O)c3ccc4ccccc4c3)C2)cn1 (centres undefined) the results were LAP4-GFP MLPCN 96, GRK2 aptamer HTS 8, AGP1-GFP MLPCN 97, JMJD2C inh 1, VLA-4 inh 3, MEP2-GFP yeast 92, CIT2-GFP yeast 94 and RPL19A-GFP yeast 104.
Screening CC(=NCCN1CCN(C(C)=C2C(=O)c3ccccc3C2=O)CC1)C1=C(O)CC(C)(C)CC1=O returned LAP4-GFP MLPCN 92, GRK2 aptamer HTS 4, AGP1-GFP MLPCN 95, JMJD2C inh -16, VLA-4 inh 25, MEP2-GFP yeast 89, CIT2-GFP yeast 86 and RPL19A-GFP yeast 97.
COc1ccccc1NS(=O)(=O)c1ccc(C)c(NC(=O)C2CCCO2)c1 (centres undefined) was read as LAP4-GFP MLPCN 93, GRK2 aptamer HTS 1, AGP1-GFP MLPCN 104, JMJD2C inh 10, VLA-4 inh -17, MEP2-GFP yeast 106, CIT2-GFP yeast 99 and RPL19A-GFP yeast 103.
O=C(Nc1nccs1)C1CCN(S(=O)(=O)c2c(Cl)cccc2Cl)CC1 was read as LAP4-GFP MLPCN 112, GRK2 aptamer HTS 1, AGP1-GFP MLPCN 109, JMJD2C inh 0, VLA-4 inh 3, MEP2-GFP yeast 111, CIT2-GFP yeast 111 and RPL19A-GFP yeast 106.
COc1ccc(/C=N/NC(=O)COc2cccc3ccccc23)c(C(=O)O)c1OC was read as LAP4-GFP MLPCN 98, GRK2 aptamer HTS 0, AGP1-GFP MLPCN 103, JMJD2C inh 3, VLA-4 inh 0, MEP2-GFP yeast 110, CIT2-GFP yeast 104 and RPL19A-GFP yeast 105.
COC1CCN(C(=O)c2cc(COc3ccc(-n4cncn4)cc3)on2)CC1 was read as LAP4-GFP MLPCN 93, GRK2 aptamer HTS 1, AGP1-GFP MLPCN 99, JMJD2C inh 1, VLA-4 inh -53, MEP2-GFP yeast 89, CIT2-GFP yeast 91 and RPL19A-GFP yeast 95.
`CCn1c2ccccc2c2nnc(SCc3ccc(C(=O)OC)o3)nc21` gave LAP4-GFP MLPCN 101, GRK2 aptamer HTS 4, AGP1-GFP MLPCN 103, JMJD2C inh 1, VLA-4 inh -11, MEP2-GFP yeast 104, CIT2-GFP yeast 101 and RPL19A-GFP yeast 98.
